Screening results (PubChem)
TDP1 inh: qHTS Assay for Inhibitors of Tyrosyl-DNA Phosphodiesterase (TDP1) | Tyrosyl-DNA phosphodiesterase 1 (Homo sapiens), Q9NUW8 | recombinant TDP1, AlphaScreen DNA substrate cleavage | Potency, µM (top dose mostly 130 µM), for the others: at the highest dose activity change, negative = inhibition, actives largely listed as inhibitors | hit rate 0.28% among 350,000 | AID 485290, 2010; further: nearly all actives have a fitted effect of over 40% in size
Target sequence (Q9NUW8 whole entry, looked up): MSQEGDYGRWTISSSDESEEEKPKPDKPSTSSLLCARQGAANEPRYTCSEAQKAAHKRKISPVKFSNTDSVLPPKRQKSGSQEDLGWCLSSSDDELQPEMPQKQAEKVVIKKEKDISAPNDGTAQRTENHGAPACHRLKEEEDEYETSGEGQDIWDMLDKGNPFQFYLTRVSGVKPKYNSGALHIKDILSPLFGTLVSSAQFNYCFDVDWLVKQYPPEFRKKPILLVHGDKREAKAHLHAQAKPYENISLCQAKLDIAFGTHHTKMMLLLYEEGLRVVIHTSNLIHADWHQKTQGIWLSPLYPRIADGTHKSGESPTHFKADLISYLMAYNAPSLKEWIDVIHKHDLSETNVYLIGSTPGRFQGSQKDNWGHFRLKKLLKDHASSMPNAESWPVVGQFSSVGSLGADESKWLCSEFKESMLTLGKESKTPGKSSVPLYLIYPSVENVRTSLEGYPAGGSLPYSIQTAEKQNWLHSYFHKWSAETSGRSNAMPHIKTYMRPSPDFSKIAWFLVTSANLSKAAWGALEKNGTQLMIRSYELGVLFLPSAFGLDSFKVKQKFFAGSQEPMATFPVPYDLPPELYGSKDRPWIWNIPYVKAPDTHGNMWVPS
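AlphaScreen read-out: signal falls as enzyme removes the 3' tyrosine-FITC from a 5'-biotinylated DNA oligo (15 nM, 5 min, RT). Enzyme was E. coli-made recombinant Tdp1 at 1 nM, exposed to compound for 15 min beforehand; beads 10 ug/ml, 10 min.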
DT40 TDP1 no CPT: qHTS for Inhibitors of human tyrosyl-DNA phosphodiesterase 1 (TDP1): qHTS in cells in absence of CPT; DT40 Tdp1-/- hTDP1 cells, no CPT, ATP luminescence, 48 h; hit rate 15% among 420,000; AID 686978, 2013; Potency, µM (titrated, usually from 46.2 µM), for inactives: at the highest dose activity change, negative = growth inhibition, most hits filed as inhibitors; further: nearly all actives have a fitted effect of over 55% in size
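A cellular qHTS used chicken DT40 cells lacking endogenous Tdp1 but carrying stably transfected human TDP1. Compounds were applied without camptothecin, and cell growth kinetics were judged by ATP-dependent luminescence after ≥48 hr.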
TDP1 cell CPT: qHTS for Inhibitors of human tyrosyl-DNA phosphodiesterase 1 (TDP1): qHTS in cells in presence of CPT; chicken DT40 Tdp1-/-;hTDP1 cells + 20 nM CPT, ATP luminescence, 48 h; hit rate 12% among 420,000; Potency, µM (highest dose often 46.2 µM), for inactives: top-dose activity change, negative = growth inhibition, most hits filed as inhibitors; further: nearly all actives have a fitted effect of over 55% in size
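Cell growth measured by CellTiter-Glo luminescence after a minimum 48 h, 37 C compound exposure with 20 nM CPT in Tdp1-knockout DT40 cells stably expressing hTDP1, seeded 400/well; qHTS titration format.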
Active calls of the source: *; u = inconclusive; x = not tested or not shown; & = joins results of further samples; [ ] = another dose, or the depositor's remark. The call rests on the fitted dose curve; in most records, active means well fitted curve in the direction sought with a large enough effect; inconclusive means small, poorly fitted or top-dose-only effect, or another doubt; inactive means no such curve, though single readings can be large; an effect the other way counts as inactive or inconclusive. On the % scale 0 is the no-effect control and ±100 the full control effect; potency means the concentration at half of the fitted maximal effect. Compounds as they come. Share with any hit: about 18%.

SMILES	TDP1 inh	DT40 TDP1 no CPT	TDP1 cell CPT
COc1ccc(NC(=O)Nc2sc(=S)n(C)c2C)cc1	-3%	u	u
CCN(CC)c1nn2c(=O)c(C(=O)NCc3ccc(F)cc3)cnc2s1	7%	u	u
CSc1nc(SC)c2c3c(oc2n1)COC(C)(C)C3	1%	u	-6%
Cc1cc(C)n(-c2nc3ccccc3nc2Nc2cccc(C)c2C)n1	-8%	-16%	-13%
[C-]#[N+]c1cc(-c2ccncc2)c(C)[nH]c1=O	11%	2%[92.5 µM]	7%[92.5 µM]
CN(C)C(=S)SCC(=O)NC(=O)NC(C)(C)C	7%	u	-12%
CCOC(=O)CSc1nc2c(cnn2-c2ccc(Cl)cc2)c(=O)[nH]1	x	2%	-3%
O=C(Oc1ccccc1)N1CCC[C@@]2(CCN(c3ncccn3)C2)C1	x	0%	14%
O=C(NCC1CCCO1)c1cc2c(s1)CS(=O)(=O)C2 (stereo not drawn)	5%	14%	-11%
CC(=O)c1ccc(S(=O)(=O)Nc2ccc(C(=O)NCC(c3ccco3)N3CCCC3)cc2)cc1 (stereo not drawn)	x	-1%	1%
Cc1ccc(/C=C/C(=O)NCCCN2CCN(CCCNC(=O)/C=C/c3ccc(C)o3)CC2)o1	1%	-13%	13%
CCc1ccccc1NC(=O)CSc1nc2n[nH]c(C)c2c(=N)n1-c1ccc(OC)cc1	0%	8.2µM*	9.2µM*
CC1CCCCC1NC(=O)c1cncc(Br)c1 (stereo not drawn)	5%	u	-19%
O=C(C[n+]1cc(Br)cc(Br)c1)c1ccc2c(c1)CCCC2	x	u	u
CN1CCN(C(=O)c2ccc3c(c2)N(Cc2ccc(F)cc2)C(=O)c2ccccc2S3=O)CC1 (stereo not drawn)	3%	-24%&-4%	3%&-4%
Cc1cccc(NC(=O)c2ccc(OCC(=O)NCc3ccccc3)cc2)c1C	6%	-22%	u
C#CC(CC)(CC)NC(=O)c1cc(S(=O)(=O)N2CCCCC2)ccc1N1CCOCC1	7%	-16%	-5%
COc1ccc(C)cc1NC(=O)CN1C(=O)C2CC=CCC2C1=O (stereo not drawn)	-2%[56.1 µM]	23%	-3%
Cn1c(Cn2nnc3ccccc32)nnc1SCC(=O)N1c2ccccc2Sc2ccccc21	10%	16µM*	13µM*
CC(=O)c1cc(-c2ccccc2)n(CC(=O)NC2CCCCC2)c1C	0%&-1%	10%&-28%	-7%&-10%
Cc1nc([N+](=O)[O-])cn1CC(=O)c1ccc(Br)cc1	2%	-26%	-12%
Nc1cc(OC(=O)c2ccc(F)cc2)nn1S(=O)(=O)c1ccccc1	-9%	-22%	4%
O=C(c1cc(S(=O)(=O)N2CCOCC2)ccc1F)N(Cc1nnc(-c2ccccc2Cl)o1)C1CC1	0%	u	u
CCOc1cc(N2CCOCC2)c(OCC)cc1NC(=O)COC(=O)c1ccc(OC)c([N+](=O)[O-])c1	x	23µM*	15µM*

Single values from the entries so far.
COc1ccc(C)cc1NC(=O)CN1C(=O)C2CC=CCC2C1=O (stereo not drawn) – TDP1 cell CPT = -3%
Cn1c(Cn2nnc3ccccc32)nnc1SCC(=O)N1c2ccccc2Sc2ccccc21 – TDP1 cell CPT = 13µM*
Cc1nc([N+](=O)[O-])cn1CC(=O)c1ccc(Br)cc1 – DT40 TDP1 no CPT = -26%

Remaining list, next part.
SMILES	TDP1 inh	DT40 TDP1 no CPT	TDP1 cell CPT
Cc1nc(-c2cccnc2)sc1C(=O)Nc1ccc(C(F)(F)F)cc1	4%	u	u
COc1ccc2c(CNCCc3ccco3)c(C(=O)O)n(Cc3ccc(C)cc3)c2c1	5%	u	-19%
CC1(C)C(=O)N(CC(=O)Nc2ccc(Br)cc2F)c2ccccc21	-1%	-26%	-29%
CCOC(=O)c1nnn(-c2nonc2N)c1COc1cc(C)c(Cl)c(C)c1	1%	u	u
COC(=O)CCCC1=CC2=CC(=O)C(C)(OC(=O)c3cccs3)C(=O)C2=CN1c1cccc(C#N)c1 (stereo not drawn)	-6%[12.3 µM]	-14%	3%
COc1ccc(S(=O)(=O)N2CCN(CC(=O)Nc3cc(C(F)(F)F)ccc3Cl)CC2)cc1	0%	10µM*	u
N#C/C(=C(/O)c1cccs1)c1nc2ccccc2[nH]1	-5%	-21%	u
Fc1ccc(Nc2nc(SCc3ccc(Cl)cc3)nc3ccccc23)cc1	-10%	-102%	u
CC(C)C(c1nnnn1C1CCCCC1)N1CCc2ccccc2C1 (stereo not drawn)	3%	u	-22%
CC(=O)c1cccc(S(=O)(=O)NC2CCSc3ccccc32)c1 (stereo not drawn)	12%	12µM*	u
CCOC(=O)[C@H]1[C@H]2COc3ccccc3[C@@H]2N2C(=O)CN(Cc3ccccc3)C(=O)[C@@]12C	1%	-21%	2%
COc1cccc(C(c2sc3ncnn3c2O)N2CCN(C(=O)c3ccco3)CC2)c1 (stereo not drawn)	3%	-9%	-9%

Some of the entries so far, with each value named.
COc1ccc(S(=O)(=O)N2CCN(CC(=O)Nc3cc(C(F)(F)F)ccc3Cl)CC2)cc1
  TDP1 inh = 0% | DT40 TDP1 no CPT = 10µM* | TDP1 cell CPT = u
N#C/C(=C(/O)c1cccs1)c1nc2ccccc2[nH]1
  TDP1 inh = -5% | DT40 TDP1 no CPT = -21% | TDP1 cell CPT = u
Fc1ccc(Nc2nc(SCc3ccc(Cl)cc3)nc3ccccc23)cc1
  TDP1 inh = -10% | DT40 TDP1 no CPT = -102% | TDP1 cell CPT = u
CC(C)C(c1nnnn1C1CCCCC1)N1CCc2ccccc2C1 (stereo not drawn)
  TDP1 inh = 3% | DT40 TDP1 no CPT = u | TDP1 cell CPT = -22%

(more compounds)
SMILES	TDP1 inh	DT40 TDP1 no CPT	TDP1 cell CPT
CC(C)CCSc1nc2[nH]ncc2c(=O)[nH]1	2%	22%	-19%
Cc1cccc(N(CC(=O)NCCc2ccccc2)C(=O)CCC(=O)Nc2ccccn2)c1C	9%	u	-7%
COC(=O)C1CCN(Cc2cn(Cc3ccccc3)nc2-c2cc3ccccc3o2)CC1	3%	26µM*	u
O=C(O)CC(NC(=O)/C(=C/c1ccccc1)NC(=O)c1ccccc1)c1ccccc1 (stereo not drawn)	2%	0%	7%
O=C(O)c1cc(C(=O)C2CC2)c[nH]1	3%	-4%	3%
COc1ccc(NS(=O)(=O)c2cc(-c3cnc(C4CC4)o3)ccc2C)cc1	6%	4.6µM*	6.5µM*
O=C(COC(=O)/C=C/c1ccc(S(=O)(=O)N2CCOCC2)cc1)Nc1ccccc1F	1%	0%	-4%
Cc1ccc(-c2csc3nc(C)n(N)c(=O)c23)o1	6%	-23%	-5%
COC(=O)/C(=C/c1ccc(OC)cc1)NC(=O)c1ccco1	1%	-1%	3%
CC(=O)c1ccc(OCc2cc(C(=O)N3CCOCC3)no2)cc1	3%	-11%	-23%
O=C(Nc1cc(Sc2nc3ccccc3s2)cc([N+](=O)[O-])c1)c1ccccc1F	4%	u	21µM*
O=C(c1ccc([N+](=O)[O-])cc1)N1CCOC12CCN(c1ncc(C(F)(F)F)cc1Cl)CC2	1%	u	-28%
COc1ccc(NS(=O)(=O)c2cccc(C(=O)NC3CCN(Cc4ccccc4)CC3)c2)cc1	7%	u	15µM*
O=C(NC1CCN(Cc2ccccc2)C1)c1cc(COc2ccc(F)cc2F)on1 (stereo not drawn)	5%	-8%	u
COc1cc(NS(=O)(=O)c2ccc3[nH]c4c(c3c2)CCCCCC4)cc(OC)c1	11%	12µM*	u
COC(=O)/C=C/c1ccc2c(c1)S(=O)(=O)N(Cc1ccc(OC)cc1)[C@H]2CC(=O)OC	x	u	u
Cc1ccc([C@H]2C[C@@H](O)[C@H](n3cc(C4CC4)nn3)CN2CC2CCCCC2)cc1	x	18µM*	u
CCC(=O)Nc1ccc(NC(=O)c2cc3ccccc3o2)c(OC)c1	x	10µM*	u
COc1ccc(Cl)cc1NC(=S)N1CCN(C(=O)c2ccco2)CC1	6%	-6%	0%
COC(=O)CSc1nc(NCc2ccccc2)nc(N(C)C)n1	3%	-16%	-4%
O=C(COC(=O)c1nc(Cl)ccc1Cl)NC(=O)c1ccccc1	2%	-9%	-28%
CCn1nnc(NC(=O)c2ccc(Br)o2)n1	1%	9%	14%
CCO[C@@H]1OC(C(=O)N2CCN(Cc3ccc4c(c3)OCO4)CC2)=C[C@H](c2coc3ccccc3c2=O)[C@H]1CCCO	3%	18µM*	16µM*
COc1ccc(CCNS(=O)(=O)c2ccc3c(c2)NC(=O)CS3)cc1OC	0%	-4%	-1%
CCCCOc1ccc(C(=O)NCC(=O)N2CCN(Cc3ccc4c(c3)OCO4)CC2)cc1	-18%	13µM*	u
Cn1c(=O)c2c(nc(N3CCOCC3)n2Cc2ccccc2F)n(C)c1=O	x	u	u
COc1cccc(CN2CCC(n3nccc3NC(=O)CCCc3ccccc3)CC2)c1O	6%	u	u
CCCCOc1ccccc1C(=O)NNC(=S)NC(=O)c1ccccc1[N+](=O)[O-]	x	18µM*	26µM*
CCCc1c(O)nc(SCCN(CC)CC)[nH]c1=O	3%	-20%	2%
COc1ccc(C)cc1S(=O)(=O)Nc1ccc(F)cc1	2%	-10%	5%
COc1cc(C(=S)N2CCOCC2)cc(OC)c1OC(=O)Cc1ccc(F)cc1	-6%	u	1%
CC(NC(=O)COC(=O)c1ccc([N+](=O)[O-])o1)c1ccccc1 (stereo not drawn)	0%	-14%	-24%
Cc1cccc(NC(=O)COC(=O)Cc2c[nH]c3ccccc23)c1C	-3%	6%	1%
CCOC(=O)c1cccc(NS(=O)(=O)c2cc(-c3cnc(C)o3)ccc2OC)c1	-1%	6.5µM*	10µM*
CC(=O)Nc1ccccc1Oc1ccccc1	-2%	17%	-3%
O=C(CN1CCOCC1)Nc1nc2ccc(F)cc2s1	2%	-7%	5%
CC(C)c1ccc(NC(=O)Cc2cn(C)c3ccccc23)cc1	3%	16µM*	-29%
O=c1c2c(-c3ccc([N+](=O)[O-])cc3)csc2nc2n1CCC2	3%	-18%	-8%
COC(=O)c1c(C)oc(C)c1S(=O)(=O)NC(C)(C)C	0%	-12%	47%[activator]
Cc1ccc(N=Cc2ccc[nH]2)c(O)c1	10%	u	21µM*
COc1ccc(CNC(=O)CN(C(=O)CCC(=O)Nc2ccccn2)c2cccc(C)c2C)cc1	8%	u	-26%
OCCCc1ccc(O)c(O)c1	-9%	-22%	-27%
CCc1nnc(NC(=O)CSc2nc(N)c(NC(=O)c3ccc(OC)cc3)c(=O)[nH]2)s1	1%	-9%	-11%
O=C(CN1CCOCC1)N1N=C(c2cccs2)CC1c1cccs1 (stereo not drawn)	7%	9%	6%
CN(Cc1ccccc1Cl)C(=O)c1cnccc1C(F)(F)F	-3%	u	-3%
COc1ccc(-c2noc(CN3CCC(Cc4ccccc4)CC3)n2)cc1	2%	-20%	-11%
COc1cccc(CCN2CCC(CNS(=O)(=O)c3cc(-c4cc(C)no4)ccc3OC)CC2)c1	1%	-10%	u
COc1ccc(C(CNC(=O)Cn2c(=O)oc3ccccc32)N(C)C)cc1 (stereo not drawn)	5%	-6%	10%
COc1ccc(-c2cc(-c3nnc(COC(=O)c4ccncc4)o3)c3ccccc3n2)cc1OC	8%	9.2µM*	-28%
CCCc1nc2c(sc3nc4c(cc32)COC(C)(C)C4)c(=O)n1CCN(C)C	6%	u	u
CSc1cccc(NC(=O)CNC(=O)c2ccc3c(c2)OCO3)c1	x	-7%	-23%
CCOC(=O)N1CCN(c2c(Nc3ccc4c(c3)OCCO4)c(=O)c2=O)CC1	-2%	3%	1%
O=C(Nc1c2c(nn1-c1cccc(Cl)c1)CS(=O)(=O)C2)c1cccs1	2%	13%	5%
CN(C)S(=O)(=O)N1CCC(Oc2ccc(C(=O)N3CCCCCC3)cc2)CC1	x	13µM*	23µM*
COc1ccc2c(c1)c(CC(=O)Nc1nnc(C3CC3)s1)c(C)n2C(=O)c1ccc(Cl)cc1	6%	8.2µM*	15µM*
Cc1noc(C)c1CSCC(=O)OCc1nnc(-c2ccc([N+](=O)[O-])cc2)o1	3%	-3%	-3%
CC1CCc2c(sc(NC(=O)Cn3cnc([N+](=O)[O-])n3)c2C(N)=O)C1 (stereo not drawn)	0%	-26%	-15%
O=C(c1ccc(CS(=O)(=O)c2ccc(Br)cc2)o1)N1CCN(c2ncccn2)CC1	7%	u	u
